# Screening results: PubChem, Broad Institute
# NSD2 inh: inhibitors of human NSD2, primary screen, biochemical, plate reader, single point | AID 624260, 2012 | NSD2-SET H3K36me1 DELFIA fluorescence | inhibition, % at 12.5 µM | hit rate 0.07% among 44,000; in the data active means inhibition above about 54%, passing the limit was not always enough;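 further: inhibitors reduce the monomethyl H3K36 fluorescence signal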
# Starred values were filed as active, the others as inactive. Only part of the results is shown, so the mix of outcomes need not match the whole.
SMILES,NSD2 inh
Cc1ccc(S(=O)(=O)N(C)C[C@H]2Oc3ccc(NC(=O)CCCCCC(=O)Nc4ccccc4N)cc3CC(=O)N([C@@H](C)CO)C[C@@H]2C)cc1,-3
C[C@H]1CCCCO[C@@H](CN(C)Cc2ccc(C(=O)O)cc2)[C@@H](C)CN([C@@H](C)CO)C(=O)c2cc(NC(=O)Nc3ccc(F)cc3)ccc2O1,39
C[C@H](CO)N1C[C@H](C)[C@H](CN(C)C(=O)Nc2ccccc2)Oc2ncc(-c3cccnc3)cc2C1=O,1
C[C@H](CO)N1C[C@H](C)[C@H](CN(C)Cc2ccccc2)Oc2ccc(N(C)C)cc2C1=O,-3
COc1cc(Cl)c(/C=N/NC(=O)c2cccc(C(=O)NO)c2)c(Cl)c1OC,-4
CNC[C@@H]1Oc2ccc(NC(=O)CCCN(C)C)cc2C(=O)N([C@H](C)CO)C[C@@H]1C,1
C[C@@H]1CN([C@H](C)CO)C(=O)Cc2cc(NC(=O)c3ccncc3)ccc2O[C@@H]1CN(C)S(=O)(=O)c1ccc(Cl)cc1,0
C[C@H](CO)N1C[C@H](C)[C@@H](CN(C)C(=O)CC2CC2)Oc2cc(-c3ccccc3)ccc2S1(=O)=O,4
CCC(=O)N(C)C[C@@H]1Oc2ncc(-c3ccc(C#N)cc3)cc2C(=O)N([C@@H](C)CO)C[C@@H]1C,2
Cc1noc(C)c1S(=O)(=O)N(C)C[C@@H]1Oc2c(NC(=O)c3nc4ccccc4s3)cccc2C(=O)N([C@H](C)CO)C[C@@H]1C,-2
COc1ccc(-c2cnc3c(c2)C(=O)N([C@@H](C)CO)C[C@H](C)[C@H](CN(C)C(=O)Cc2ccncc2)O3)cc1,0
C[C@@H]1CN([C@H](C)CO)C(=O)c2cccc(NC(=O)Nc3ccc(C(F)(F)F)cc3)c2O[C@H]1CN(C)CC1CC1,-10
C[C@H]1CN([C@@H](C)CO)C(=O)c2ccccc2-c2ccccc2CO[C@H]1CN(C)C(=O)[C@H](Cc1ccccc1)N(C)C,-8
C[C@@H]1CCCCO[C@H](CN(C)C(=O)Nc2cccc3ccccc23)[C@@H](C)CN([C@H](C)CO)C(=O)c2cc(NC(=O)Cc3ccccc3)ccc2O1,-4
Cc1nc(SCC(=O)NCc2ccccc2)n[nH]1,0
C[C@@H]1CN([C@H](C)CO)C(=O)Cc2cc(NS(=O)(=O)c3ccc(F)cc3)ccc2O[C@H]1CN(C)Cc1ccccc1,-1
Cc1noc(C)c1NC(=O)N(C)C[C@H]1Oc2ccc(NC(=O)c3ccncc3)cc2C(=O)N([C@H](C)CO)C[C@H]1C,3
COc1ccc(S(=O)(=O)N(C)C[C@H]2Oc3ccc(NS(C)(=O)=O)cc3C(=O)N([C@@H](C)CO)C[C@H]2C)cc1,-1
Cc1noc(C)c1S(=O)(=O)N(C)C[C@@H]1Oc2ccc(NC(=O)Nc3ccccc3)cc2CC(=O)N([C@H](C)CO)C[C@H]1C,-2
C[C@@H]1CN([C@H](C)CO)C(=O)c2cc(NC(=O)Nc3cccc4ccccc34)ccc2O[C@@H]1CN(C)S(=O)(=O)c1cn(C)cn1,0
C[C@H]1CN([C@@H](C)CO)C(=O)c2cc(NS(=O)(=O)c3cn(C)cn3)ccc2O[C@H]1CN(C)S(=O)(=O)c1cn(C)cn1,-1
C[C@H](CO)N1C[C@H](C)[C@H](CN(C)CC2CC2)Oc2c(NC(=O)c3ccncc3)cccc2C1=O,1
C[C@H](CO)N1C[C@H](C)[C@@H](CN(C)S(=O)(=O)c2ccccc2)OCCCC[C@H](C)Oc2ccc(NS(C)(=O)=O)cc2C1=O,6
COc1ccc(NC(=O)N(C)C[C@H]2Oc3ccc(NS(=O)(=O)c4cn(C)cn4)cc3C(=O)N([C@H](C)CO)C[C@H]2C)cc1,-1
Cc1ccc(S(=O)(=O)N[C@H]2CC[C@@H](CC(=O)NCCc3ccncc3)O[C@H]2CO)cc1,4
COc1ccc(-c2ccc3c(c2)O[C@H](CN(C)CC2CCOCC2)[C@@H](C)CN([C@H](C)CO)S3(=O)=O)cc1,11
C[C@H](CO)N1C[C@H](C)[C@@H](CN(C)C(=O)Cc2ccccc2)OCCCC[C@H](C)Oc2ccc(NS(=O)(=O)c3ccc(Cl)cc3)cc2C1=O,-4
C[C@@H](O)C#Cc1ccc2c(c1)O[C@H](CN(C)Cc1ccncc1)[C@@H](C)CN([C@@H](C)CO)S2(=O)=O,-1
CN1C(=O)/C(=C/C=C2\SCCN2C)SC1=S,-5
Cc1noc(C)c1S(=O)(=O)Nc1ccc2c(c1)CC(=O)N([C@H](C)CO)C[C@@H](C)[C@H](CN(C)Cc1ccc(Cl)c(Cl)c1)O2,-1
COC(=O)C1=C(C)NC(C)=C(C(=O)OCCN(C)Cc2ccccc2)C1c1cccc([N+](=O)[O-])c1 (stereo not given),-5
O=C(C[C@H]1C[C@@H]2c3cc(NS(=O)(=O)c4ccc(F)cc4)ccc3O[C@@H]2[C@@H](CO)O1)NCC1CC1,5
C[C@H](CO)N1C[C@H](C)[C@@H](CN(C)CC2CCCC2)Oc2ncc(C#CCc3ccccc3)cc2C1=O,6
C[C@H](CO)N1C[C@H](C)[C@@H](CN(C)C(=O)Nc2ccc3c(c2)OCO3)Oc2c(NC(=O)Nc3ccc(C(F)(F)F)cc3)cccc2C1=O,-16
C[C@@H]1CCCCO[C@@H](CN(C)C(=O)Cc2ccccc2)[C@@H](C)CN([C@@H](C)CO)C(=O)c2cc(NC(=O)NC3CCCCC3)ccc2O1,18
C[C@@H]1CCCCO[C@H](CN(C)C(=O)Nc2ccccc2)[C@H](C)CN([C@@H](C)CO)C(=O)c2cc(NC(=O)Nc3ccc(C(F)(F)F)cc3)ccc2O1,-5
C[C@@H]1CCCCO[C@@H](CN(C)Cc2ccc(Cl)c(Cl)c2)[C@@H](C)CN([C@@H](C)CO)C(=O)c2cc(NS(=O)(=O)c3ccc(Cl)cc3)ccc2O1,4
C[C@H](CO)N1C[C@H](C)[C@H](CN(C)S(C)(=O)=O)Oc2c(NC(=O)c3cnccn3)cccc2C1=O,1
CC(C)(C)c1n[nH]c(C(C)(C)C)c1Cc1c(F)cccc1Cl,-2
C[C@@H]1CN([C@@H](C)CO)C(=O)c2cc(/C=C/c3ccccc3)cnc2O[C@H]1CN(C)C(=O)c1ccc(F)cc1,-10

# The list goes on; it opens with the 4 that closed the last part.
SMILES,NSD2 inh
C[C@@H]1CCCCO[C@@H](CN(C)Cc2ccc(Cl)c(Cl)c2)[C@@H](C)CN([C@@H](C)CO)C(=O)c2cc(NS(=O)(=O)c3ccc(Cl)cc3)ccc2O1,4
C[C@H](CO)N1C[C@H](C)[C@H](CN(C)S(C)(=O)=O)Oc2c(NC(=O)c3cnccn3)cccc2C1=O,1
CC(C)(C)c1n[nH]c(C(C)(C)C)c1Cc1c(F)cccc1Cl,-2
C[C@@H]1CN([C@@H](C)CO)C(=O)c2cc(/C=C/c3ccccc3)cnc2O[C@H]1CN(C)C(=O)c1ccc(F)cc1,-10
O=C(CCCCCCC(=O)Nc1ccccc1O)N/N=C/c1coc2ccccc2c1=O,-4
CC(C)NC(=O)Nc1ccc2c(c1)C(=O)N([C@@H](C)CO)C[C@@H](C)[C@H](CN(C)C(=O)Nc1ccc(F)cc1)OCCCC[C@H](C)O2,-1
Cc1ccc2c(c1)-c1c(ssc1=S)C(C)(C)N2C(=O)c1ccncc1,-4
C[C@@H]1CN([C@@H](C)CO)C(=O)c2cccc(NC(=O)C3CCCCC3)c2O[C@H]1CN(C)CC1CC1,-1
C[C@H]1CN([C@@H](C)CO)C(=O)c2cccc(NC(=O)NC3CCCCC3)c2O[C@@H]1CN(C)C(=O)NC1CCCCC1,2
C[C@@H]1CN([C@@H](C)CO)C(=O)c2cc(NS(=O)(=O)c3ccc(Cl)cc3)ccc2O[C@H]1CN(C)Cc1ccc(C(=O)O)cc1,-4
C[C@@H]1CN([C@@H](C)CO)C(=O)Cc2cc(NC(=O)NC3CCCCC3)ccc2O[C@H]1CN(C)CC1CC1,3
Cc1noc(C)c1NC(=O)N(C)C[C@@H]1OCCCC[C@@H](C)Oc2ccc(NC(=O)c3ccncc3)cc2C(=O)N([C@@H](C)CO)C[C@H]1C,8
C[C@@H]1CN([C@@H](C)CO)C(=O)Cc2cc(NC(=O)C3CC3)ccc2O[C@@H]1CN(C)S(C)(=O)=O,0
C[C@@H]1CCCCO[C@@H](CN(C)C(=O)Cc2ccccc2)[C@@H](C)CN([C@H](C)CO)C(=O)c2cc(N(C)C)ccc2O1,3
CC(C)NC(=O)N(C)C[C@H]1Oc2cc(-c3ccccc3)ccc2S(=O)(=O)N([C@@H](C)CO)C[C@H]1C,2
C[C@H]1CN([C@@H](C)CO)C(=O)c2cc(NS(=O)(=O)c3ccc(F)cc3)ccc2O[C@H]1CN(C)Cc1ccc(C(=O)Nc2ccccc2N)cc1,-4
CC(C)NC(=O)N(C)C[C@H]1Oc2c(NC(=O)Nc3ccc(F)cc3)cccc2C(=O)N([C@H](C)CO)C[C@H]1C,5
C[C@@H]1CN([C@H](C)CO)C(=O)c2cccc(NS(=O)(=O)c3ccc(Cl)cc3)c2O[C@H]1CN(C)C,6
COc1cccc(C#Cc2ccc3c(c2)O[C@H](CN(C)C(=O)CN2CCOCC2)[C@@H](C)CN([C@@H](C)CO)S3(=O)=O)c1,-1
C[C@@H]1CCCCO[C@@H](CN(C)C(=O)Nc2ccccc2)[C@@H](C)CN([C@H](C)CO)C(=O)c2cc(NC(=O)CCCCCC(=O)Nc3ccccc3N)ccc2O1,-1
C[C@H](NC(=O)C[C@@H]1C[C@H]2c3cc(NS(C)(=O)=O)ccc3O[C@H]2[C@H](CO)O1)c1ccccc1,-6
CC(C)NC(=O)N(C)C[C@@H]1Oc2c(NS(=O)(=O)c3ccccc3)cccc2C(=O)N([C@H](C)CO)C[C@@H]1C,1
C[C@H](CO)N1C[C@H](C)[C@@H](CN(C)C(=O)Nc2cccc3ccccc23)OCCCC[C@H](C)Oc2ccc(NC(=O)Nc3ccccc3)cc2C1=O,-2
C[C@H](CO)N1C[C@H](C)[C@@H](CN(C)S(=O)(=O)c2cn(C)cn2)Oc2ccc(NC(=O)Nc3cccc4ccccc34)cc2CC1=O,-2

# Reprinted from the part before: 5 entries, then new ones.
SMILES,NSD2 inh
C[C@@H]1CCCCO[C@@H](CN(C)C(=O)Nc2ccccc2)[C@@H](C)CN([C@H](C)CO)C(=O)c2cc(NC(=O)CCCCCC(=O)Nc3ccccc3N)ccc2O1,-1
C[C@H](NC(=O)C[C@@H]1C[C@H]2c3cc(NS(C)(=O)=O)ccc3O[C@H]2[C@H](CO)O1)c1ccccc1,-6
CC(C)NC(=O)N(C)C[C@@H]1Oc2c(NS(=O)(=O)c3ccccc3)cccc2C(=O)N([C@H](C)CO)C[C@@H]1C,1
C[C@H](CO)N1C[C@H](C)[C@@H](CN(C)C(=O)Nc2cccc3ccccc23)OCCCC[C@H](C)Oc2ccc(NC(=O)Nc3ccccc3)cc2C1=O,-2
C[C@H](CO)N1C[C@H](C)[C@@H](CN(C)S(=O)(=O)c2cn(C)cn2)Oc2ccc(NC(=O)Nc3cccc4ccccc34)cc2CC1=O,-2
C[C@@H]1CN([C@H](C)CO)C(=O)Cc2cc(NS(C)(=O)=O)ccc2O[C@H]1CN(C)S(=O)(=O)c1cccs1,0
COC(=O)c1c(C)nc(C)c(C(=O)OC)c1-c1csc(S(=O)(=O)N2CCSCC2)c1,2
Cc1nnsc1C(=O)NCc1c(Cl)cccc1Sc1ccc(Cl)cc1,-6
COc1ccc(NC(=O)Nc2ccc3c(c2)C(=O)N([C@@H](C)CO)C[C@@H](C)[C@@H](CN(C)S(=O)(=O)c2ccc(F)cc2)O3)cc1,-5
O=C(C[C@H]1C[C@H]2c3cc(NS(=O)(=O)c4ccc(F)cc4)ccc3O[C@H]2[C@H](CO)O1)NCCc1ccccc1,-3
O=c1[nH]c2ccccc2c2ccccc12,4
C[C@H](O)C#Cc1ccc2c(c1)O[C@H](CN(C)C)[C@@H](C)CN([C@H](C)CO)S2(=O)=O,1
CCC(=O)N(C)C[C@@H]1Oc2cc(C#Cc3cccnc3)ccc2S(=O)(=O)N([C@@H](C)CO)C[C@@H]1C,-1
C[C@@H]1CCCCO[C@H](CN(C)C(=O)Nc2ccc(C(F)(F)F)cc2)[C@@H](C)CN([C@H](C)CO)C(=O)c2cc(N(C)C)ccc2O1,-6
O=C(O)c1oc2ccc(Br)cc2c1-n1cccc1,-1
Cc1noc(C)c1S(=O)(=O)N(C)C[C@H]1OCCCC[C@H](C)Oc2ccc(NC(=O)CCC(F)(F)F)cc2C(=O)N([C@@H](C)CO)C[C@@H]1C,-5
CCOC(=O)c1nc(C)sc1-c1ccnn1S(=O)(=O)c1ccccc1C(F)(F)F,0
C#Cc1ccc([C@H]2C=C(C(=O)NCc3ccccc3)O[C@@H](OCC)[C@@H]2CCCO)cc1,-3
C[C@@H]1CN([C@@H](C)CO)S(=O)(=O)c2ccc(C#CC(C)(C)O)cc2O[C@@H]1CN(C)C,-5
C[C@H]1CN([C@@H](C)CO)C(=O)c2cccc(NS(=O)(=O)c3ccccc3)c2O[C@@H]1CN(C)Cc1ccc(-c2ccccc2)cc1,-3
CCCNC(=O)C[C@H]1C[C@H]2c3cc(NC(=O)c4ccc5c(c4)OCO5)ccc3O[C@H]2[C@H](CO)O1,-2
C[C@H](CO)N1C[C@H](C)[C@H](CN(C)CC2CCOCC2)Oc2ncc(C#Cc3ccccc3)cc2C1=O,-2
C[C@@H]1CN([C@H](C)CO)S(=O)(=O)c2ccc(C#Cc3cccc(F)c3)cc2O[C@@H]1CN(C)C(=O)CN1CCOCC1,-10
CC(C)NC(=O)N(C)C[C@@H]1Oc2cc(C#CCN(C)C)ccc2S(=O)(=O)N([C@@H](C)CO)C[C@@H]1C,-2
C[C@H](CO)N1C[C@H](C)[C@H](CN(C)C(=O)Nc2ccc(F)cc2)Oc2ccc(NC(=O)Cc3ccccc3)cc2CC1=O,-3
